# Myeloid diff 2 = myeloid differentiation induction; calls only at 10 µM; AID 624256; 1% of 360,000 active; ER-HoxA9 myeloid progenitors, lysozyme-GFP differentiation, flow cytometry;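 active means normalized GFP-positive differentiation at or above the plate's own cutoff, the solvent-only control mean plus 3 SD; inconclusive means no clear call, values can overlap the other calls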;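 further: cells exposed to compound for four days before flow analysis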
# WT yeast gro inh = growth inhibition of WT yeast, mitochondrial fusion screen. inhibition, % at 10 µM. AID 1362. mitochondrial fusion phenotypic screen, WT strain. 2.1% of 190,000 active; in the data active means inhibition above about 58%; tested in S. cerevisiae
# T cell modulator = modulates CD8 T cell binding to vesicles; 2C CD8+ T cell-vesicle binding, flow cytometry; hits give low values; calls only at 7 µM; AID 2052; 0.068% of 330,000 active;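 active means response, share of CD8 T cells binding vesicles, and their 90th percentile fluorescence all below set limits, cut at about 80% in these data, passing the limit was not always enough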
#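 Also added: QL9-peptide-loaded Drosophila micro-vesicles bearing Ld, ICAM-1 and B7-1; Test system: purified 2C TCR transgenic mouse naive CD8+ T cells; Measured by: cytometric PE anti-B7-1 and Alexa647 anti-CD8 signals after 1% paraformaldehyde fixation; Timing: binding step 1.5 h, 37 °C, antibody labelling 20 min, ice.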
# Lipid droplet = hepatic lipid droplet formation modulation. inhibition, % at 6.5 µM. AID 1656. 0.4% of 240,000 active. AML12 mouse hepatocytes, oleate lipid droplets, BODIPY imaging;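 active means lipid droplet intensity inhibited by at least 50%, with more than 500 cells counted; inconclusive means wells with under 300 cells, treated as cytotoxic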
#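 material = mouse AML12 hepatocyte cell line, fixed after treatment | also added = 100 µM oleic acid challenge | doses = compound at 6.5 µM only | schedule = overnight exposure | technique = Image-based BODIPY and DAPI two-channel analysis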
# MT stabilize HCS = stabilizes microtubules in HeLa cells. HeLa tubulin immunostaining HCS, 24 h; share of cells brighter than vehicle mean+2SD. % tubulin-high responders, % at 10 µM. 0.83% of 200,000 active;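 active means plate Z-score above 3 for both tubulin-high and condensed-nucleus cell shares, with cell loss under 80%, at 10 µM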;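 further: anti alpha tubulin signal scored within the nucleus-defined area of each cell; some results filed as inactive read as strong as hits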
# Insulin prom up = MIN6 insulin promoter up-regulation; AID 1625; 0.3% of 190,000 active; MIN6 insulin promoter-GFP reporter, high-content imaging; hits give high values; z-score at 5 µM;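 active means z-score above 3 at 5 µM with at least 500 cells counted in the well; inconclusive means wells under 500 cells, flagged as cytotoxic or low count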
# bCat nuc transl = alters nuclear translocation of beta-catenin in HeLa cells | immunofluorescence imaging | nuclear translocation activity, % at 5 µM | 0.3% of 190,000 active | AID 1665;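 active means nuclear translocation activity above 50% at 5 µM, with a well cell count of 50 or more; inconclusive means wells under 50 cells across six images, flagged as toxic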;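 further: per-cell ratio of nuclear to cytoplasmic median beta-catenin stain intensity; plate controls were DMSO negative control for no effect and GSK-3 inhibitor IX positive control for full effect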
#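 Signal – beta-catenin immunofluorescence imaging with DAPI · Test system – human HeLa cell line · Dosing – 5 µM primary single dose, 0.1% DMSO, 0.02–20 µM confirmation series · Measure – % activation, nuclear-to-cytoplasmic median beta-catenin signal ratio per cell · Incubation – 24 h compound exposure at 37°C, 5% CO2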
# West Nile virus CPE = West Nile virus antiviral activity, cell-based, CPE readout (AID 1621). West Nile virus-infected cells, CPE inhibition; higher % means a stronger effect. one-dose CPE inhibition, % at 10 µM; IC50 in µM for titrated hits. 0.02% of 290,000 active; in the data active means a potency from the dose series; inconclusive means CPE inhibition mostly from about 3.7% at the one dose, without a potency; inactive means the rest, 99 in 100 with CPE inhibition below about 2.2%; further: strong numbers were not always called active
# Autophagy mod = modulators of autophagy; 0.98% of 190,000 active; MEF GFP-LC3 puncta imaging; test concentration mostly 10 µM; calls only at 10 µM (by protocol);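 active means percentage of spot-positive cells more than 3 SD above its plate mean, without a fluorescence outlier flag or 80% toxicity; inconclusive means no clear call, values can overlap the other calls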;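 further: spot-positive cell cutoff set from DMSO-treated cells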
# WT yeast gro inh mutant strain = second read-out of WT yeast gro inh, no call of its own (marks repeat the call); inhibition, %; mitochondrial fusion phenotypic screen, mutant strain inhibition
# Insulin prom up cell count = further read-out of Insulin prom up, marked with its call; cell count; measured here: cytotoxicity, nuclei count;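 total cells summed across four imaged fields per well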
# Lipid droplet cells 6.5 µM = second read-out of Lipid droplet, no call of its own (marks repeat the call); cell count; measured here: cell count, cytotoxicity flag;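 cells counted across two imaged fields per well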
# bCat nuc transl cell count 5 µM = further read-out of bCat nuc transl, marked with its call; cell count; measured here: cell count, cytotoxicity flag
# T cell modulator vesicle-bound % = second read-out of T cell modulator, no call of its own (marks repeat the call); double positive events, %; measured here: CD8+ vesicle-bound cell fraction;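 binding gate set so that unloaded-vesicle control wells show 10% double positive cells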
# MT stabilize HCS Hoechst-high % = also measured in MT stabilize HCS; calls as there; % Hoechst-high responders; measured here: nuclear condensation Hoechst responders;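 share of cells brighter than vehicle mean plus two SD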
# MT stabilize HCS cytotoxicity % = recorded beside MT stabilize HCS, whose call it bears; toxicity, %; measured here: cytotoxicity by cell density;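 0% = mean cell density of plate MIN control wells and 100% = no cells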
# Autophagy mod cell loss 18 h = further read-out of Autophagy mod, marked with its call; toxicity, %; measured here: cell loss, nuclei count;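 cell loss after 18 h compound exposure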
# Myeloid diff 2 GFP+ MAC1+ % = also measured in Myeloid diff 2; calls as there; GFP+ MAC1+ double positive, %; measured here: differentiation confirmed by MAC1 staining
# An asterisk follows results filed as active; i = inactive; ? = inconclusive; nt = no result given; + = active, no number; & = joins results of further samples; ! = not active in a repeat.
smiles	Myeloid diff 2	Myeloid diff 2 GFP+ MAC1+ %	WT yeast gro inh	WT yeast gro inh mutant strain	T cell modulator	T cell modulator vesicle-bound %	Lipid droplet	Lipid droplet cells 6.5 µM	MT stabilize HCS	MT stabilize HCS Hoechst-high %	MT stabilize HCS cytotoxicity %	Insulin prom up	Insulin prom up cell count	bCat nuc transl	bCat nuc transl cell count 5 µM	West Nile virus CPE	Autophagy mod	Autophagy mod cell loss 18 h
COc1ccc(S(=O)(=O)N2CCC(C(N)=O)CC2)c2ccccc12	i	0.5	2	14	i	31	38	610	2.5	2.3	5.4	nt	nt	0.0	1075	-0.1%	i	-4
COc1ccc(-n2c(SCC(=O)O)nnc2-c2ccc(NC(=O)c3ccccc3)cc2)cc1	i	0.2	nt	nt	i	55	-87	539	nt	nt	nt	0.6	1027	-1.2	1322	0.6%	nt	nt
COc1ccc2nc(Nc3ccc4c(c3)OCO4)sc2c1	i	0.2	-10	-4	i	7	-9	624	3.3	2.6	12	0.46	1990	0.5	1104	-0.3%	i	12
COc1ccc(S(=O)(=O)n2cccc2)c(OC)c1	i	0.4	nt	nt	i	64	-8	846	nt	nt	nt	nt	nt	nt	nt	-0.4%	nt	nt
CC1CC(C)CN(CCCNC(=O)CN2C(=O)COc3ccc(S(=O)(=O)N4CCOCC4)cc32)C1 (stereo not drawn)	i	2.4	nt	nt	i	22	-2	745	nt	nt	nt	nt	nt	nt	nt	0.3%	nt	nt
CN(CCO)c1nc(NCc2ccccc2)c2cnn(C)c2n1	i	0.6	nt	nt	i	51	-2	699	nt	nt	nt	nt	nt	nt	nt	-0.5%	nt	nt
CC(=O)C1C(=O)CC(C)(O)C(C(C)=O)C1c1ccc(N(C)C)cc1 (stereo not drawn)	i	0.7	1	-5	i	31	0	759	4.0	0.9	4.6	0.8	1266	-0.7	1092	0.0%	i	2
O=[N+]([O-])c1ccc(/C=N/NS(=O)(=O)c2ccc(Cl)cc2)o1	i	1.1	-15	-11	i	38	7	621	3.2	4.1	8.7	0.54	2346	-0.2	947	-1.5%	i	22
COc1ccccc1Nc1nn2c(=O)c3ccc(C(=O)N4CCCC(C)C4)cc3nc2s1 (stereo not drawn)	?	nt	nt	nt	i	36	-3	703	nt	nt	nt	nt	nt	nt	nt	0.2%	nt	nt
CC(C)(CO)N1CCN(C(=S)Nc2ccccc2)CC1	i	0.7	nt	nt	i	23	10	422	nt	nt	nt	0.51	987	-1.0	1375	0.6%	nt	nt
O=C(CN(Cc1ccccc1F)C(=O)Cn1nnc(-c2cccs2)n1)NCC1CCCO1 (stereo not drawn)	i	1.6	7	16	i	11	nt	nt	1.6	1.4	8.0	nt	nt	-2.7	974	-0.5%	i	-2
N#Cc1nc(COc2cccc(Cl)c2)oc1NCCN1CCOCC1	i	0.5	nt	nt	i	30	19	766	nt	nt	nt	nt	nt	0.1	1272	0.0%	nt	nt
CCOC(=O)C1CCN(CC(C)(C)NS(=O)(=O)c2ccccc2)CC1	i	0.4	nt	nt	i	24	-6	771	nt	nt	nt	nt	nt	nt	nt	-0.1%	nt	nt
O=C(Nc1ccccc1)N(CCN1CCOCC1)Cc1cccc(Cl)c1	?	nt	-6	9	i	29	nt	nt	4.0	1.7	6.1	-0.28	1179	0.1	1144	-0.1%	i	7
CC(=O)c1ccc(NC(=O)c2cccs2)cc1	i	2.3	-8	-9	i	44	-2	751	0.6	1.5	3.3	nt	nt	nt	nt	0.8%	i	-10
CC(=O)N1c2ccc(S(=O)(=O)NCCC(=O)NCc3ccc(F)cc3)cc2CC1C (stereo not drawn)	i	4.3	nt	nt	i	11	3	707	nt	nt	nt	nt	nt	nt	nt	-0.4%	nt	nt
COc1cc2c(cc1OC)C(c1ccccc1Br)NC(=O)C2 (stereo not drawn)	i	0.7	nt	nt	i	58	-11	829	nt	nt	nt	nt	nt	nt	nt	-0.3%	nt	nt
CC(C)OCCCNCc1cccs1	i	0.8	10	2	i	35	nt	nt	3.6	1.6	11	-0.48	1630	-0.6	1320	0.2%	i	-4
COc1ccc2c(C=Nc3c(C)n(C)n(-c4ccccc4)c3=O)c(O)n(Cc3ccco3)c(=O)c2c1	+!	19*!	6&15	-9&6	i	30	nt	nt	4.6&1.8	2.5&1.4	16&3.7	-1.7&-0.63	1029&1617	0.5&1.0	895&1357	1.1%	i	-6&4
COc1cc(OC)cc(C(=O)N/N=C/c2ccc(OC)c(COc3ccc4ccccc4c3)c2)c1	i	0.2	4	2	i	25	nt	nt	24	8.9	28	0.23	1618	0.2	1376	nt	i	31
CC1(C)CC(=O)C2=C(C1)OC(N)=C(C#N)C2c1ccc[nH]1 (stereo not drawn)	i	0.4	11	18	i	49	14	740	3.6	3.0	8.3	-0.09	1140	1.5	977	0.4%	i	2
Cc1ccc(C(=O)NCCc2cccc(Cl)c2)cc1[N+](=O)[O-]	i	0.8	20	0	i	45	-18	607	1.9	2.6	5.4	-0.9	1403	-5.2	597	-1.2%	i	9
Cc1ccc(NS(=O)(=O)c2ccc(NC(=O)c3ccc(-c4ccccc4)cc3)cc2)c(C)c1	i	1.0	nt	nt	i	13	nt	nt	1.9	1.7	8.6	nt	nt	nt	nt	-0.2%	i	-14
Cc1ccc(NC(=O)C(C)c2cccc(C(=O)c3ccccc3)c2)cc1 (stereo not drawn)	i	5.5	27	16	i	19	nt	nt	4.0	1.7	4.2	-0.01	1091	-3.0	774	-1.2%	i	7
O=C(NCc1ccccn1)C1C2C=CC(C2)C1C(=O)Nc1ccc(F)cc1 (stereo not drawn)	i	0.9	-16	-11	i	28	16	743	4.0	2.6	1.9	nt	nt	2.8	470	-0.1%	i	8
CCC(=O)N1CCC2(CC1)Oc1ccc(Cl)cc1C(=O)C21CC(c2ccc(Cl)cc2)=NO1 (stereo not drawn)	i	2.7	nt	nt	i	22	nt	nt	nt	nt	nt	0.44	664	1.5	1079	-0.6%	nt	nt
Cc1onc(-c2ccccc2)c1C(=O)NCc1ccccn1	i	1.5	-3	-9	i	28	0	544	3.6	3.6	4.4	-0.21	1843	-2.0	1136	0.4%	i	-5
[O-]C1=N/[N+](=C/c2ccc(Cl)c(Cl)c2)CC1	i	2.4	0	-5	i	40	6	726	1.9	1.4	7.8	-0.04	770	-4.1	1234	0.2%	i	-4
Cc1cc(S(=O)(=O)N2CCN(c3ccc(F)cc3)CC2)ccc1-n1cnnn1	i	1.0	nt	nt	i	23	-14	785	nt	nt	nt	nt	nt	nt	nt	-0.6%	nt	nt
N#Cc1ccc(CSCC(=O)NN=C2CCCC2)cc1	i	0.2	-14	16	i	55	-2	714	5.2	2.3	10	-0.83	1297	-0.6	1148	0.6%	i	10
CCCCC1NC(C(=O)O)CS1 (stereo not drawn)	i	0.5	14	-9	i	39	-12	346	1.8	1.2	5.3	nt	nt	0.2	942	0.2%	i	-15
C=CCSc1nc2c(c(=O)[nH]c(=O)n2C)n1C(C)C	i	0.6	-12	-1	i	32	-3	676	2.2	1.5	8.2	0.2	1424	nt	nt	-0.1%	i	2
CCN1CCc2c(C#N)c(N3CCCCC3)nc(N3CCOCC3)c2C1	i	0.2	13	0	i	65	nt	nt	5.7	2.6	15	-0.5	1001	-1.2	1191	0.6%	i	41
CC1CCN(c2c(NCC3CCC(C(=O)N4CCCC(C)C4)CC3)c(=O)c2=O)CC1 (stereo not drawn)	i	2.4	0	-3	i	49	nt	nt	2.0	3.2	1.5	-1.1	944	nt	nt	0.2%	i	7
CC(C)(C)c1ccc(S(=O)(=O)N2CCN(c3ccccn3)CC2)cc1	i	1.0	nt	nt	i	2	5	791	nt	nt	nt	nt	nt	nt	nt	-0.5%	nt	nt
CC(C)Cc1nc(N2CCN(C(=O)c3ccco3)CC2)c(C#N)c2c1CCCC2	i	2.7	nt	nt	i	40	5	756	nt	nt	nt	nt	nt	nt	nt	3.1%	nt	nt
N#CCSc1nc(-c2ccccc2)nc2ccccc12	i	0.9	nt	nt	i	37	-14	764	nt	nt	nt	nt	nt	nt	nt	-0.2%	nt	nt
O=C(CN1CCN(Cc2ccccc2)CC1)N/N=C/c1ccco1	i	0.7	nt	nt	i	37	-26	665	nt	nt	nt	-0.1	1307	-1.1	1000	-0.5%	nt	nt
CCc1cc2c(NCCO)ncnc2s1	i	0.2	32	38	i	47	nt	nt	2.5	1.6	6.0	0.2	1584	-1.4	1394	0.1%	i	-6
CC1CCCC(NC(=O)COC(=O)CCC2CCCC2)C1C (stereo not drawn)	i	0.5	13	21	i	41	-3	791	1.3	0.7	4.1	0.11	804	1.2	1056	-0.1%	i	-12
CCN(CC)C(=O)c1c(Cl)nc(C)c([N+](=O)[O-])c1C	i	0.1	-7	-12	i	47	16	674	2.3	2.1	7.7	-0.39	1515	-1.4	1113	-0.3%	i	-12
CCc1cccc(C)c1NC(=O)CC1Oc2ccc(C)cc2NC1=O (stereo not drawn)	i	0.7	nt	nt	i	40	-11	656	nt	nt	nt	nt	nt	nt	nt	-0.6%	nt	nt
CCC1(NC(C)=O)CC2CC1CC2NC(C)=O (stereo not drawn)	i	0.5	12	-1	i	8	-20	666	1.5	2.6	32	0.33	1890	-0.6	1029	-0.4%	i	2

# High-throughput results: PubChem BioAssay, several laboratories
